SKN-1 inh = blocks SKN-1 activity in C. elegans | AID 624304 | inhibition, % at 21.8 µM | 360,000 tested, 0.49% active | C. elegans VP596 Pgst-4::GFP/RFP ratio, acrylamide-induced, 24 h;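 active = interference check ratio from 0.5 to 1.5 plus GFP to RFP signal ratio inhibition reaching or exceeding a fixed threshold, cut at about 30% in these data, passing the limit was not always enough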; also: some compounds called inactive have numbers as strong as hits
Scp-1 inhibitor = blocks human Scp-1 phosphatase activity; Q9GZU7; Recombinant Scp1, phosphopeptide, malachite green phosphate absorbance; inhibition, % at 20 µM; 340,000 tested, 0.88% active; AID 493091;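 active = inhibition above about 50% at 20 µM, limit read from the data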;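 also: plate controls were DMSO wells with enzyme for no effect and wells lacking enzyme for full effect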
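Test system: SCP-1 catalytic domain; Buffer or medium: Acidic Tris acetate buffer with magnesium and detergent; Also added: Phosphorylated 17-residue peptide substrate; Compound: single 20 µM dose, 1% DMSO; Schedule: enzyme reaction 45 min at room temperature, colour 5 min, stabilisation 30 min; Signal: Phosphate-binding colour reagent, absorbance read at 630 nm.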
NadD inh = blocks S. aureus nicotinate mononucleotide adenylyltransferase; purified NadD enzyme, colorimetric absorbance read-out; inhibition, % at 20 µM; 360,000 tested, 0.78% active; AID 602399; in the data active = inhibition above about 26%; also: some compounds past the cut are filed as inactive
TbMetRS inhib = Trypanosoma brucei MetRS inhibition | purified T. brucei MetRS, ATP depletion, Kinase-Glo luminescence | inhibition, % at 11.9 µM | 360,000 tested, 0.4% active | AID 624268;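 active = inhibition above a per-plate cutoff of the control wells' mean inhibition plus 3 SD, cut at about 5.5% in these data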;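 also: 0% = DMSO wells median and 100% = median of wells with control inhibitor compound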
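Test system: purified T. brucei MetRS enzyme. Also added: ATP, methionine and E. coli bulk tRNA substrates. Compound: 11.9 µM single point. Schedule: 15 min enzyme-compound preincubation, 2 h reaction, 10 min detection, 25 °C. Signal: luciferase luminescence of residual ATP, Kinase-Glo. Evaluation: percent inhibition versus plate control medians. Controls: DMSO wells, low control.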
STEP inh = inhibitors of human striatal-enriched phosphatase STEP; P54829; recombinant STEP, OMFP fluorogenic substrate, fluorescence; inhibition, % at 20 µM; 360,000 tested, 0.25% active;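 active = inhibition at 20 µM, scaled per plate between control wells, above about 37%, limit read from the data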;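 also: 0% = DMSO with enzyme and substrate and 100% = substrate only without enzyme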
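Measure: Control-normalized % inhibition with plate pattern correction | Test system: STEP phosphatase, cell-free reaction | Medium: pH 6.0 Bis-Tris with DTT and Tween 20 | Technique: Fluorescence, 480/540 nm | Times: Reaction 20 min, ambient temperature | Doses: Single compound dose of 20 µM, 1% DMSO final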
NRP1-CendR mod = alters CendR peptide binding to human NRP-1; O14786; FAM-RPARPAR peptide binding to NRP-1, fluorescence polarization; inhibition, % at 25 µM; 360,000 tested, 0.85% active; AID 602438;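 active = inhibition or corrected inhibition above about 18%, plus a signal ratio from 0.5 to 1.5, limit read from the data, passing the limit was not always enough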; also: strong numbers were not always called active
Target sequence (O14786 whole entry, looked up): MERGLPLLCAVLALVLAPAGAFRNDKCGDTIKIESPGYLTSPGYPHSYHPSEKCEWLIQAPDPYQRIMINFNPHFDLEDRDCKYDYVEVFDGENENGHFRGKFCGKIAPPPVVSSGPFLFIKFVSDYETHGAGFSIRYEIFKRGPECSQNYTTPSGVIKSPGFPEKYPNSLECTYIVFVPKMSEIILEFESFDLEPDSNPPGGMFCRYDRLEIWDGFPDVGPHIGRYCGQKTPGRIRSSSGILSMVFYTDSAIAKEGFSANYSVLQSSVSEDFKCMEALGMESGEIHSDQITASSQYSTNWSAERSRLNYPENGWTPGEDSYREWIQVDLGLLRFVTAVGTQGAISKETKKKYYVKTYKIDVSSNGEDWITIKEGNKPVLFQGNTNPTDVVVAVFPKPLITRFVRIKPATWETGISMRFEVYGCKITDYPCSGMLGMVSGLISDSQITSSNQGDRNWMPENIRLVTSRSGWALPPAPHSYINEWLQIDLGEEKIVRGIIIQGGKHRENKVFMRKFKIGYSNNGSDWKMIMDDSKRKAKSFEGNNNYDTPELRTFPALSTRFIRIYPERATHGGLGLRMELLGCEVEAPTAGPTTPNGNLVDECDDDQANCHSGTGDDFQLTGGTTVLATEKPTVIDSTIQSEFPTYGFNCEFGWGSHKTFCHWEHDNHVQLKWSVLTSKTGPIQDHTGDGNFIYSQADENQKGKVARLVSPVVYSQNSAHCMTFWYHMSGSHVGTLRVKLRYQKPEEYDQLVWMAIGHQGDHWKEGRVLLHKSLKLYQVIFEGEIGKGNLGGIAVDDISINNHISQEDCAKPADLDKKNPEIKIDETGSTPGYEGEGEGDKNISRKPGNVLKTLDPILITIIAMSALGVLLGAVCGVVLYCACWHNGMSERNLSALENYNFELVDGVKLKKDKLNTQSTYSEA
LMPTP inh = blocks human LMPTP phosphatase. P24666. recombinant LMPTP-A, OMFP fluorogenic substrate, fluorescence intensity. inhibition, % at 20 µM. 360,000 tested, 0.22% active;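 active = compounds that cut the enzyme signal by at least half of the control window in the single-dose screen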;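 also: plate controls were DMSO wells with enzyme plus substrate for no effect and substrate without enzyme for full effect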
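Test system – LMPTP-A enzyme · Amount – LMPTP-A at 0.625 nM final in the reaction · Buffer or medium – Bis-Tris pH 6.0, DTT, detergent · Reagent – OMFP 400 µM · Doses – single 20 µM dose · Schedule – reaction 50 min, room temperature, dark · Detection – fluorescence intensity of OMFP turnover product · Evaluation – percent inhibition versus substrate-only and uninhibited controls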
Neddylation inh = cullin neddylation inhibition; TR-FRET cullin neddylation, biochemical; calls only at 25 µM; 360,000 tested, 0.58% active; AID 651699; in the data active = inhibition above about 36%
SUMO1 PPI mod = SUMO1-SIM interaction modulation; P63165; SUMO1 binding to a labelled peptide, TR-FRET, 1 h; inhibition, % at 20 µM; 360,000 tested, 0.33% active; AID 602429; in the data active = inhibition above about 37%
Target sequence (P63165 whole entry, looked up): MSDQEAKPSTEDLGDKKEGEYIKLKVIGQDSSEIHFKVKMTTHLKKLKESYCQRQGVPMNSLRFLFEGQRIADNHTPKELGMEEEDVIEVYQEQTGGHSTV
DNMT1 block = inhibitors of human DNMT1 | AID 588458 | 360,000 tested, 0.83% active | inhibition (reported as % activation of signal), % at 10 µM | P26358 | DNMT1 molecular beacon, Hinp1I cleavage, fluorescence; in the data active = inhibition above about 50%
Active calls of the source: *; i = inactive; . = not tested or not shown; + = active, no number; & = joins results of further samples. This is a random part of the collection; overall some 4.6% were active at least once.

SMILES | SKN-1 inh | Scp-1 inhibitor | NadD inh | TbMetRS inhib | STEP inh | NRP1-CendR mod | LMPTP inh | Neddylation inh | SUMO1 PPI mod | DNMT1 block
COc1ccccc1N1CCN(CCN(C(=O)C2CCCCC2)c2ccccn2)CC1 | 8&-4 | -9&-9 | 4&-6 | -0.6&-1.1 | -1&-4 | 2&5 | -2.4&-2.7 | i | -1&2 | 2&0
O=C(COc1ccc(S(=O)(=O)NC2CCCCC2)cc1)N1CCN(c2ccc(F)cc2)CC1 | 16 | -9 | 0 | 0.2 | 2 | -15 | 1.5 | i | -1 | 0
COc1ccc(C)cc1CN1C(=O)c2ccccc2C1=O | 2 | -7 | -12 | -0.1 | 1 | 9 | -0.4 | i | -7 | 0
COc1ccc(NC(=O)CN(C)CC(=O)Nc2cccc(C(C)=O)c2)cc1 | 14 | -10 | 0 | 0.7 | -3 | -8 | -1.0 | i | 1 | -6
CCOc1ccc(S(=O)(=O)Nc2cc(NS(=O)(=O)c3ccc(OCC)cc3)cc(C(=O)O)c2)cc1 | -16 | 55* | -3 | 0.2 | 1 | -29 | 16 | i | 17 | 32
COc1ccc(C(=O)/C=C/c2ccccc2)c(OC)c1 | 14 | -13 | 6 | -1.1 | -2 | -16 | 1.3 | i | -9 | 1
Cc1ccc(Cn2nnc3c(=O)n(CC(=O)OCc4ccccc4)cnc32)cc1 | 13 | -20 | 2 | 0.0 | -1 | 5 | 0.4 | i | 1 | -1
CN1CCN(c2nc(Nc3ccccc3)nc(N)c2[N+](=O)[O-])CC1 | 3 | -3 | 2 | 0.2 | -2 | -6 | 5.3 | i | -7 | -1
Cc1cccc(C)c1NC(=O)C(c1ccccc1)N1CCN(C(=O)c2ccco2)CC1 (stereo unspecified) | -1 | 8 | -5 | 0.5 | -1 | -3 | -0.2 | i | 3 | 11
CC(C)NC(=O)CN1C(=O)C(=O)c2ccccc21 | -6 | -7 | -2 | 0.7 | 3 | 13 | -0.3 | i | -3 | -1
CCCCCC(=O)N1C[C@H](n2cc(C3CC3)nn2)[C@@H](O)C[C@@H]1c1ccc(Cl)cc1 | 3 | . | -1 | -0.5 | -2 | 0 | -1.2 | i | 0 | -5
CCc1cccc(CC)c1-n1c(SCC(=O)N2CCc3ccccc3C2)nnc1-c1cccnc1 | 4 | 2 | -1 | 0.1 | -2 | -76 | 1.1 | i | 0 | -1
N#CC1=C(N)Oc2c(ccc3cccnc23)C1c1cccnc1 (stereo unspecified) | 9 | -7 | 9 | 0.1 | 2 | -1 | 1.9 | + | -19 | -2
COCc1cc(=O)[nH]c(/N=C(\N)Nc2ccccc2C)n1 | 11 | -2 | 5 | 0.2 | -2 | 9 | -0.5 | i | 2 | 4
CCC(C)[C@H](NC(=O)Nc1cccc(Br)c1)C(=O)OC (stereo partly specified) | 9 | -8 | -4 | -0.2 | -2 | -12 | -0.2 | i | 3 | 2
O=C(C1=NN(c2ccccc2)C2C(=O)N(c3ccccc3Cl)C(=O)C12)c1ccccc1 (stereo unspecified) | 12 | -16 | 11 | -0.3 | -2 | -25 | 2.5 | i | -7 | 4
COc1ccc(NC(=O)Nc2ccc3c(c2)C(=O)N([C@H](C)CO)C[C@H](C)[C@@H](CN(C)C(=O)NC2CCCCC2)O3)cc1 | 1 | 4 | 3 | -1.3 | 0 | 10 | -2.3 | i | -1 | 2
COc1cc(NS(=O)(=O)c2ccc(F)cc2)c(OC)cc1NC(C)=O | -5 | 3 | 2 | 0.4 | 1 | -6 | 0.0 | i | 1 | 1
COc1ccc(/C=N/NC(=O)c2ccn[nH]2)cc1CN1CCOCC1 | 1 | -10 | 7 | -0.5 | 2 | -3 | 1.6 | i | -5 | 4
Cc1cc(Nc2ccccc2)nc2cc(O)ccc12 | 9 | -3 | -9 | 0.5 | 5 | 1 | -0.3 | . | 4 | -5
COc1ccc(S(=O)(=O)Nc2ccc3c(c2)OCO3)cc1C | 15 | -9 | -7 | 0.4 | 2 | 0 | -0.1 | i | 3 | 0
CN(CCC#N)C(=O)CSc1nc2scc(-c3ccccc3)c2c(=O)[nH]1 | 10 | -8 | 0 | 0.0 | 2 | 0 | 0.2 | i | 3 | 2
COc1ccc(-c2n[nH]c(C)c2-c2ccc(OC)c(OC)c2)c(O)c1 | -13 | 4 | 5 | -1.7 | 1 | 11 | -0.3 | i | 4 | 0
O=C(NCc1ccccc1)[C@]1(C(F)(F)F)C[C@H](CCc2ccccc2)CCCO1 | 1 | -3 | -5 | -0.5 | -1 | 3 | 1.8 | i | -1 | 5
O=C(CNC(=O)c1ccco1)Nc1ccc2c(c1)OCCO2 | -24 | 1 | -3 | -0.7 | 3 | -13 | -0.6 | i | -3 | 0

Limited to STEP inh, TbMetRS inhib and SUMO1 PPI mod, for some of the entries so far:
SMILES,STEP inh,TbMetRS inhib,SUMO1 PPI mod
CCCCCC(=O)N1C[C@H](n2cc(C3CC3)nn2)[C@@H](O)C[C@@H]1c1ccc(Cl)cc1,-2,-0.5,0
CCc1cccc(CC)c1-n1c(SCC(=O)N2CCc3ccccc3C2)nnc1-c1cccnc1,-2,0.1,0
N#CC1=C(N)Oc2c(ccc3cccnc23)C1c1cccnc1 (stereo unspecified),2,0.1,-19

Further compounds follow.
SMILES | SKN-1 inh | Scp-1 inhibitor | NadD inh | TbMetRS inhib | STEP inh | NRP1-CendR mod | LMPTP inh | Neddylation inh | SUMO1 PPI mod | DNMT1 block
Nc1ccccc1C(=O)Nc1cccc2ccccc12 | 3 | -4 | -6 | -0.5 | 0 | -1 | -0.2 | i | -4 | -12
CCN(CC)CCCNC(=S)N1CCN(c2nc(-c3ccc(F)cc3)cs2)CC1 | 10 | -5 | -2 | 0.1 | 2 | -3 | -1.9 | i | -13 | 1
CC(C)(C)c1csc(NC(=O)c2ccc(Br)o2)n1 | 13 | -5 | -4 | -0.1 | 1 | 4 | 9.7 | i | 12 | 2
COc1cccc(N2CCN(Cc3nc(N)nc(Nc4ccccc4)n3)CC2)c1 | -3 | -9 | 2 | -0.2 | 2 | -6 | -1.2 | i | 2 | -2
COC(=O)Cn1ncn2c(cc3oc(C)cc32)c1=O | -17 | -18 | -1 | -0.5 | 1 | -1 | 0.6 | i | -2 | 2
Cc1cccc(NS(=O)(=O)c2ccc(-c3cnc(C4CC4)o3)cc2)c1C | 23 | 11 | -2 | -0.7 | 1 | 5 | 2.6 | i | -5 | -3
Cc1cc(C)n(-c2ccc(NC(=O)C3CCCCN3C(=O)c3occc3C)cc2)n1 (stereo unspecified) | -18 | -1 | 0 | -0.3 | 0 | -4 | 0.6 | i | -6 | 2
Cc1cc(C)n2cc(CSCc3ccco3)nc2n1 | -7 | 2 | 10 | 0.0 | -2 | -5 | 3.0 | . | 6 | 6
CCCNC(=O)CCNC(=O)[C@H](O)C(C)(C)CO | 12 | 4 | -2 | -1.0 | -1 | 1 | -2.5 | i | -3 | 2
O=C(O)COc1ccccc1/C=N/NC(=O)CN1CCN(Cc2ccccc2Cl)CC1 | 2 | 6 | -6 | 0.5 | -1 | 3 | -0.7 | i | -2 | 0
O=C(NCCO)c1ccc2nc(-c3ccco3)c(-c3ccco3)nc2c1 | 22 | 31 | -1 | 1.1 | 6 | 12 | 6.0 | i | 44* | 58*
Cc1ccc(S(=O)(=O)c2nc(-c3ccccc3Br)oc2N(C)C)cc1 | -8 | -5 | -9 | -0.3 | -1 | 16 | 2.1 | i | 6 | 3
CCOc1ccc(OCc2ccc(C(=O)N3CCCC3)o2)cc1 | 1 | 5 | -3 | -0.3 | 0 | -3 | -1.6 | i | 7 | 5
CC1CCCCC1NC(=O)/C(C#N)=C/c1ccc(OCC(N)=O)cc1 (stereo unspecified) | 1 | -7 | 6 | -0.3 | -1 | 1 | -2.1 | i | -8 | 2
COC(=O)c1ccc(/C=C/C(=O)OCC(=O)Nc2cc(C)on2)cc1 | 2 | -7 | 2 | 0.3 | 2 | 12 | -2.0 | i | -11 | 19
Cc1nn(-c2ncc(C(F)(F)F)cc2Cl)c(=O)n1-c1c(F)cccc1F | 3 | -1 | 1 | 1.1 | 2 | -1 | -1.3 | i | 3 | 3
CCC(=O)Nc1ccc2nc(SCC(=O)N3CCCC3)sc2c1 | 15 | -3 | -1 | 0.6 | -1 | 7 | -0.2 | i | -4 | -1
COc1ccc(-c2cccc(NS(=O)(=O)c3ccccc3[N+](=O)[O-])c2)nn1 | 9 | -3 | 8 | 0.1 | 0 | 2 | -0.1 | i | -4 | 2
CCNc1nc(NC(C)C)nc(OCCOC(=O)Nc2ccccc2)n1 | 6 | -10 | -4 | -0.3 | -1 | -1 | -0.8 | i | -4 | 1
CC(=O)NCCCC(=O)NC(CCC(=O)OCc1ccccc1)C(=O)OCc1ccccc1 (stereo unspecified) | 0 | -10 | -3 | 2.8 | 3 | -17 | 0.2 | i | 1 | -7
CC(=O)Nc1cc(NC(C)=O)cc(C(=O)OCC(=O)c2ccc3c(c2)OCO3)c1 | 8 | 10 | 6 | -0.3 | 0 | -7 | 1.1 | i | 4 | 1
COc1cc(/C=C2\NC(=S)NC2=O)ccc1OCc1cccc(C(=O)O)c1 | -3 | 23 | 7 | -0.8 | 2 | -54 | -1.7 | i | -5 | 1
COc1cc(C(=O)Oc2cccc(C)c2)cc(OC)c1OC | -9 | -15 | -9 | -0.1 | 2 | 5 | 0.7 | i | 3 | 5
Cc1cccc(-n2ncc3c(NCc4cccs4)ncnc32)c1 | 8 | 0 | -5 | 0.4 | 0 | -2 | 1.4 | i | 8 | -4
CC1CC(C)CN(C(=O)CSc2ccsc2[N+](=O)[O-])C1 (stereo unspecified) | -7 | -4 | -6 | -0.4 | 0 | 2 | -0.5 | i | -23 | -1
CNC(=S)NCc1ccc2[nH]c3c(c2c1)CCCC3 | 8 | -3 | -4 | -0.3 | 3 | 8 | -1.2 | i | 2 | -10
Cc1ccc(/C=N/NC(=O)CNC(=O)c2cccs2)o1 | -5 | -3 | -2 | -0.6 | -3 | 6 | -3.5 | i | -10 | -6
COc1ccccc1CNC(=O)CN1C(=O)NC2(CCCCCCC2)C1=O | 0 | -8 | 3 | 0.0 | -3 | 0 | -0.6 | i | 3 | 0
O=[N+]([O-])c1ccc(S(=O)(=O)N2CCC3(CC2)OCCN3S(=O)(=O)c2cccs2)cc1 | 4 | -3 | -3 | -0.2 | 3 | -7 | 2.5 | i | -20 | -1

Quoted from the listing.
For STEP inh, `O=C(O)COc1ccccc1/C=N/NC(=O)CN1CCN(Cc2ccccc2Cl)CC1` has -1
For SKN-1 inh, `Cc1ccc(/C=N/NC(=O)CNC(=O)c2cccs2)o1` has -5

Source: PubChem BioAssay (several laboratories)
